Source: PubChem BioAssay
AmpC inh no detg: inhibitors of E. coli AmpC beta-lactamase without detergent; P00811; AmpC nitrocefin hydrolysis, absorbance 480 nm, 0.0001% Triton; Potency, µM (top dose mostly 57.1 µM), without a hit: top-dose activity change, negative = inhibition, most hits filed as inhibitors; 330,000 tested, 0.52% active; AID 485341;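 also: potency is read from the fitted curve at half-maximal effect; plate controls were no compound for no effect and no enzyme for full effect; nearly all actives have a fitted effect of over 20% in size; some results filed as inactive show a strong effect at the top dose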
Target sequence (P00811 whole entry, looked up): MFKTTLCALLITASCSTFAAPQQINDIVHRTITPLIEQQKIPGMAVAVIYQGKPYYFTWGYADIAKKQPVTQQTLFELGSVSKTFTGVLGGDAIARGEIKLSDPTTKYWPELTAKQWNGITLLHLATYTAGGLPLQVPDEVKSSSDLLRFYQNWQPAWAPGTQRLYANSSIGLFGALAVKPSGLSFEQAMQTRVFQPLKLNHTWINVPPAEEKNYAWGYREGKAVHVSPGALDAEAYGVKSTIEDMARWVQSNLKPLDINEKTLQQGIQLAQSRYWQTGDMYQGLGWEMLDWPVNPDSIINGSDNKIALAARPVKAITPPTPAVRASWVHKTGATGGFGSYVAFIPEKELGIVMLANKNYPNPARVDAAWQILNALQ
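20 mM phosphate pH 7.0 + 0.01% (detergent screen) or 0.0001% Triton X-100; 5.3 nM AmpC reagent; cpd preinc 15 min RT; nitrocefin (800 uM stock) to start; A480 q20 s × 4 min; Activity was normalised to no-enzyme and no-compound control wells.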
Tb PYK inh: T. brucei pyruvate kinase inhibition | TbPYK enzyme, Kinase-Glo Plus ATP luminescence, 45 min | Potency, µM (doses to about 76.8 µM), for inactives: at the highest dose activity, negative = inhibition, hits mostly inhibitors | 410,000 tested, 0.12% active | AID 624173; also: potency is read from the fitted curve at half-maximal effect; % is scaled to controls: 0 for no effect and ±100 for the full control effect; nearly all actives have a fitted effect of over 50% in size
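Activity of T. brucei pyruvate kinase was followed by Kinase-Glo Plus luminescence after the enzyme reacted 45 min at room temperature with 130 uM ADP (final) and substrate. Test compounds were added before ADP at multiple concentrations.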
Shiga toxin inh: blocks Shiga toxin action in Vero cells. 290,000 tested, 9.2% active. Vero cells, Shiga toxin protein synthesis inhibition reporter. inhibition, % at 38.7 µM. AID 2315; in the data active = inhibition mostly above about 28%, no sharp cut-off; inactive = mostly below about 43%; also: 0% is about no effect
LmPK inh: LmPK (Leishmania mexicana) enzyme inhibition | purified LmPK, Kinase-Glo ATP luminescence, 1 h | Potency, µM (top dose mostly 57.5 µM), for the others: at the highest dose activity change, negative = inhibition, hits mostly inhibitors | 290,000 tested, 0.37% active | AID 1721; also: potency is read from the fitted curve at half-maximal effect; % is scaled to controls: 0 for no effect and ±100 for the full control effect
Target sequence (Q27686 whole entry, looked up): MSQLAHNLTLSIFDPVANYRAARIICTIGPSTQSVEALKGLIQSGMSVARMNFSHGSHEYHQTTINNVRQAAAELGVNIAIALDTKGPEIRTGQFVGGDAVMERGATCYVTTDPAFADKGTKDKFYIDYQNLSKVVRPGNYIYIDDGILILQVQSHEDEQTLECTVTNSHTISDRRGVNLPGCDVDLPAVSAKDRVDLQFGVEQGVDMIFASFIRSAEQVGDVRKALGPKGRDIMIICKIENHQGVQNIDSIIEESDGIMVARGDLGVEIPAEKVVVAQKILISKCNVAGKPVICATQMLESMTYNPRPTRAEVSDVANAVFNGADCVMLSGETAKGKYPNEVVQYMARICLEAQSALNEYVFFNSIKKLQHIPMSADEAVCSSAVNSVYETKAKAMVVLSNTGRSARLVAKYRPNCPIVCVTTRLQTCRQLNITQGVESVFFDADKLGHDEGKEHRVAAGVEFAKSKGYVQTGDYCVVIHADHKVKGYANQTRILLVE
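Purified LmPK (0.1 nM) with 0.5 mM PEP and 0.1 mM ADP in imidazole buffer pH 7.2 with MgCl2/KCl, 1 h at room temperature. ATP formed was read by luciferase luminescence and normalized to no-enzyme and uninhibited controls.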
Cycloheximide cs: counter-screen for Shiga toxin inhibitors: cycloheximide protein synthesis inhibition. cell reporter, cycloheximide protein synthesis inhibition counterscreen. max response, %. 300,000 tested, 12% active. AID 2314; in the data active = max response mostly above about 13%, no sharp cut-off; inactive = mostly below about 14%; also: read at 38.3 µM for the half of the compounds with a filed dose; 0% is about no effect
Pf growth 96h: inhibits malaria parasite growth, 96 h | P. falciparum luciferase reporter growth, 96 h | Potency, µM (top dose mostly 28.7 µM), for inactives: at the top dose activity change, negative = inhibition, actives largely listed as inhibitors | 320,000 tested, 6.9% active | AID 504834; also: potency is read from the fitted curve at half-maximal effect; % is scaled to controls: 0 for no effect and ±100 for the full control effect
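96 h incubation, 37 C, 5% CO2, of luciferase-reporter P. falciparum-infected RBCs (2% hematocrit, 0.05% parasitemia final) with test compounds; endpoint luminescence.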
Pf growth 48h: P. falciparum growth inhibition at 48 hours (one generation); P. falciparum luciferase growth in erythrocytes, 48 h; Potency, µM (doses to about 28.7 µM), without a hit: top-dose activity change, negative = inhibition, hits mostly inhibitors; 310,000 tested, 5.9% active; also: potency is read from the fitted curve at half-maximal effect; % is scaled to controls: 0 for no effect and ±100 for the full control effect
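Luciferase-expressing parasites in RBCs, 2% Hct / 0.1% parasitemia final; RPMI 1640 + 0.5% Albumax; 37 C, 5% CO2, one generation; luminescence read-out, lower signal = inhibition.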
* hit, by the source's call; ? = inconclusive; nt = not tested or not shown; & = joins results of further samples; [ ] = remark or other dose. Unless noted, calls follow the shape of the dose curve; as a rule, active = well fitted curve in the direction sought with a large enough effect; inconclusive = small, poorly fitted or top-dose-only effect, or another doubt; inactive = no such curve, though single readings can be large; an effect the other way counts as inactive or inconclusive.

SMILES	AmpC inh no detg	Tb PYK inh	Shiga toxin inh	LmPK inh	Cycloheximide cs	Pf growth 96h	Pf growth 48h
Cn1c(=O)c2c(nc(NCc3ccco3)n2C/C=C/c2ccccc2)n(C)c1=O	12%	7%	5	10%	-3	9.3µM*	8.3µM*
O=C(Cn1ccc([N+](=O)[O-])n1)Nc1nccs1	-21%	-6%	-7	0%	-5	2%	15%
O=C(CSc1nc(O)cc(=O)[nH]1)N1CCOCC1	-5%	0%	-6	1%	-3	-15%	-6%
COc1ccc(CCNC(=S)N2CCC(C(N)=O)CC2)cc1	-18%	-13%	-4	-3%	-1	47%[activator]	2%
CCS(=O)c1ccccc1C(=O)OC(C)C(=O)Nc1ccc(S(=O)(=O)N2CCCC2)cc1 (centres undefined)	?	-4%	nt	nt	nt	?	?
CSc1nnc([C@@H](NC(=O)OC(C)(C)C)C(C)C)o1	36%	6%	31	0%	0	7%[5.75 µM]	-2%
OCCN(CC#CCC(O)(c1ccccc1)C1CCCC1)CCO (centres undefined)	-2%	-4%	-8	3%	-1	17%	7%
Cn1c(CNC(=O)c2ccccc2F)nnc1SCC(=O)c1ccccc1	21%	-6%	-2	-2%	2	?	-4%
CCOC(=O)N1CCN(C(=O)CN(c2ccc(OC)cc2)S(C)(=O)=O)CC1	0%	5%	-7	-3%	-2	?	9%
c1ccc2c(c1)CCc1c(-c3ccncc3)n[nH]c1-2	-5%	0%	nt	nt	nt	34%[activator]	15%
O=C(CSc1nnc(-c2ccccc2)c(-c2ccccc2)n1)Nc1ccc(Br)cn1	-25%	-8%	24	1%	0	?	?
CCCc1nn(C)c(C(=O)Nc2cccc3ccccc23)c1Cl	-15%	1%	36*	-1%	12	-18%	7%
O=C(COc1ncnc2c(Cl)cc(Cl)cc12)NCCC1=CCCCC1	-13%	2%	-3	2%	-3	15%	nt
CCCOc1ccc2nc(NC(=O)OC)sc2c1	nt	5%	nt	nt	nt	-16%	-21%
Cn1c(SCC(=O)Nc2nccs2)nnc1-c1ccc(S(=O)(=O)N2CCCC2)cc1	-15%	-1%	-15	-5%	-3	6.6µM*	nt
O=C1C=C(c2ccc3c(c2)oc2ccccc23)C[C@@H](c2ccc3c(c2)OCO3)C1	-16%	2%	nt	nt	nt	?	-5%
Cc1c(Cl)cccc1NC(=S)/C(=C(\[O-])c1ccc(Cl)s1)[n+]1ccccc1	-5%	-10%	21	2%	13	0%	2%
O=C(NC(=S)N1CCCCCC1)c1cccc([N+](=O)[O-])c1	-15%	-23%	nt	nt	nt	?	?
O=c1cc(C(F)(F)F)c2cc3c4c(c2o1)CCCN4CCC3	9%	0%	-13	-1%	-2	-28%	nt
Cc1nc(SCC(=O)Nc2ccc3c(c2)OCO3)c(C#N)c2c1CCCC2	-20%	-17%	49	4%	-1	nt	41%[activator]
Cc1ccc(CN(C)C(=O)CCc2nc3sc4c(c3c(=O)[nH]2)CCCC4)o1	-22%	-5%	2	11%	16	?	25%
Cc1cc(NC(=O)CSc2nccn2-c2cccc(C)c2C)no1	-38%	8%	18	-4%	-2	8.3µM*	?
COc1ccc(CNC(=O)C2CCN(S(C)(=O)=O)CC2)c(OC)c1	-12%	2%	7	1%	1	53%[activator]	-8%
CCN(CC)S(=O)(=O)c1ccc(C)c(NC(=O)CN2C(=O)NC3(CCCC3)C2=O)c1	3%	3%	-5	-7%	4	-21%	?
NS(=O)(=O)c1ccc(CNC(=O)Cc2cccs2)cc1	-58%	-3%	nt	-3%	-3	7%	0%
OCCN1CC(O)C(O)C(O)C1CO (centres undefined)	nt	-3%	nt	nt	nt	1%	-3%
COc1ccc2nc(SC(C)C(=O)NC3CCCCC3)[nH]c2c1 (centres undefined)	-32%	-1%	nt	nt	nt	?	-14%
COc1cccc(C(=O)N2CCN(Cc3cc(Br)ccc3OC)CC2)c1	151%[activator]	-3%	1	0%	-4	?	-10%
CC1(C)C(=O)Nc2ccccc2N1C(=O)COC(=O)c1cc(S(C)(=O)=O)ccc1Cl	-33%	0%	nt	nt	nt	5%	?
CCOC(=O)C1(CC2CC2)CCN(C(=O)c2ocnc2C)CC1	9%	0%	76*	-7%	44*	-1%	13%
O=C(NCc1cn2ccsc2n1)Nc1ccc(Cl)cc1	-16%	-2%	-6	1%	1	?	nt
Cc1ccc(S(=O)(=O)N(CCC(=O)NCc2ccc(S(N)(=O)=O)cc2)c2ccccc2)cc1	-49%	-4%	nt	nt	nt	?	5%
N/C(CS(=O)(=O)c1ccccc1)=N\OC(=O)c1ccc(F)cc1	-14%	0%	109*	-6%	28*	5%	43%[activator]
COc1cccc(/C=C2\SC(=S)N(CCC(=O)N3CCCCC3)C2=O)c1	-17%	0%	-12	4%	6	?	-18%
O=C(OCc1nnc(-c2ccccc2)o1)c1ccc2c(c1)OCCO2	-18%	2%	45*	-2%	22*	104%[activator]	71%[activator]
COc1ccc(C(=O)CC(=O)C(=O)Nc2cc(OC)c(OC)c(OC)c2)cc1	-33%	-1%	10	9%	-1	1%	nt
CC1(C)Cc2c(sc3[nH]c(=S)[nH]c(=O)c23)CO1	-17%	-18%	-7	0%	-5	?	48%[activator]
CC(C)NC(=O)CSCc1c(F)cccc1Cl	-14%	0%	9	10%	8.4*	34%[activator]	6%
CSCCC(NS(=O)(=O)c1ccccc1F)C(=O)NCC(c1ccc(F)cc1)N1CCOCC1 (centres undefined)	17%	4%	nt	nt	nt	14%	?
COc1ccc([C@H]2CC(=O)C=C(c3cc(C=O)ccc3OC)C2)cc1	1%	4%	nt	nt	nt	-8%	?
COC(=O)c1ccc(S(=O)(=O)N2CCCC2)o1	-12%	-14%	-20	2%	-3	1%	-16%
CCN=C1SC(CC(=O)NCc2ccccc2)C(=O)N1CC (centres undefined)	-3%	1%	-7	-3%	2	68%[activator]	12%
O=S(=O)(c1cc(Cl)ccc1Cl)n1nnc2ccccc21	-11%	0%	-15	14%	-3	-13%	nt
CCOc1ccc(-c2[nH]ncc2Oc2cccc(OC)c2)c(O)c1	-27%	-2%	-11	2%	3	?	?
CCOc1ccc(N/C(=C(/C(Cl)=C(Cl)Cl)[N+](=O)[O-])n2cncn2)cc1	-41%	nt	-6	1%	1	37%[activator]	nt

Shown with each value named: 4 of the compounds above
Structure: O=C(NCc1cn2ccsc2n1)Nc1ccc(Cl)cc1
  AmpC inh no detg: -16%; Tb PYK inh: -2%; Shiga toxin inh: -6; LmPK inh: 1%; Cycloheximide cs: 1; Pf growth 96h: ?; Pf growth 48h: nt

Structure: Cc1ccc(S(=O)(=O)N(CCC(=O)NCc2ccc(S(N)(=O)=O)cc2)c2ccccc2)cc1
  AmpC inh no detg: -49%; Tb PYK inh: -4%; Shiga toxin inh: nt; LmPK inh: nt; Cycloheximide cs: nt; Pf growth 96h: ?; Pf growth 48h: 5%

Structure: N/C(CS(=O)(=O)c1ccccc1)=N\OC(=O)c1ccc(F)cc1
  AmpC inh no detg: -14%; Tb PYK inh: 0%; Shiga toxin inh: 109*; LmPK inh: -6%; Cycloheximide cs: 28*; Pf growth 96h: 5%; Pf growth 48h: 43%[activator]

Structure: COc1cccc(/C=C2\SC(=S)N(CCC(=O)N3CCCCC3)C2=O)c1
  AmpC inh no detg: -17%; Tb PYK inh: 0%; Shiga toxin inh: -12; LmPK inh: 4%; Cycloheximide cs: 6; Pf growth 96h: ?; Pf growth 48h: -18%

New compounds follow.
SMILES	AmpC inh no detg	Tb PYK inh	Shiga toxin inh	LmPK inh	Cycloheximide cs	Pf growth 96h	Pf growth 48h
CCCc1ccc(C(=O)NNc2ccc(F)cc2)cc1	50%	3%	35	0%	17*	22%	5%
CCOC(=O)C(NC(=O)C1CCCN1C(=O)OCc1ccccc1)C(=O)OCC (centres undefined)	-5%	-8%	3	3%	-4	nt	-3%
COc1ccc([C@@H]2[C@@H]3C(=O)N(C(C)(C)C)C(=O)[C@@H]3[C@]3(Cc4ccccc4)C(=O)N(c4ccc(Br)cc4)C(=O)N23)cc1	-18%	2%	9	-1%	12*	5.2µM*	4.1µM*
Cc1ccc2c(c1)sc1nc(=O)n(-c3cccc(Cl)c3)c(=O)n12	-19%	-8%&-1%	29	2%	19*	160%[activator]	96%[activator]
CCCC12CN3CCN(CC(C3)/C1=N\NC(=O)c1ccccc1N)C2	-20%	4%	38*	-15%	25*	10%	23%
COC(=O)CCC(=O)NC(=S)Nc1ccc(S(=O)(=O)N2CCCC2)cc1	-11%	6%	-6	-2%[11.5 µM]	-11	22%	7%
Cc1ccc(Cn2ncn3c(cc4ccccc43)c2=O)cc1	-15%	1%	-16	1%	-4	51%[activator]	-3%
O=C(Nc1ccnn1C1CCN(CCCc2ccccc2)CC1)c1ccccc1	91%[activator]	0%	-37	-12%	1	21%	-30%
CCCn1c(=O)c2c(nc(Br)n2CCC)n(C)c1=O	22%	1%	-13	4%	-2	-11%	0%
C=CCSc1nnc(-c2cc(Br)ccc2N)c(=O)[nH]1	-32%	1%	6	1%	6	?	nt
COc1cc(CCCN2C(N)=NC[C@@H]2Cc2ccccc2)cc(OC)c1OC	-4%	-4%	-5	-1%	-2	9.3µM*	9.3µM*
CC(C)(C)OC(=O)N1CCC(NC(=O)c2nc[nH]c2C(=O)N2CCc3ccccc3C2)CC1	58%	-7%	nt	nt	nt	?	-22%
CC1CCCCC1NC(=O)C(C)N1C(=O)c2ccccc2C1=O (centres undefined)	-16%	3%	nt	nt	nt	-24%	-2%
O=C(O)Cc1sc(N/N=C\c2ccccc2)nc1-c1ccccc1	?	-21%	58*	-9%	53*	?	-15%
O=C(NNc1nc(-c2ccccc2)cs1)c1cccs1	8.9µM*	-13%	9	-3%	18	?	?
CC1=CC(C)C2C(=O)N(O)C(=O)C2C1 (centres undefined)	-12%	2%	-7	-4%	-5	-7%	nt
CCOC(=O)CSc1nc2c(cnn2-c2ccc(C)cc2)c(=O)[nH]1	0%	-1%	-8	3%	3	-14%	14%
O=C(Nc1ccc2oc(-c3ccc4ccccc4c3)nc2c1)c1cccs1	-35%	-9%	81*	4%	43*	4.7µM*	-9%
S=C(Nc1ccccc1Cl)N1CCCCC1	-16%	8%	29	4%	-3	?	-3%
CSc1cccc(NC(=S)N(Cc2ccccc2)Cc2cccnc2)c1	-32%	-2%	-20	-5%	-1	36%[activator]	?
O=C(c1ccccc1)N1CN2CN(C(=O)c3ccccc3)CC([N+](=O)[O-])(C2)C1	-19%	-12%	1	-1%	0	0%	?
N#Cc1ccc(Oc2cc(C(F)(F)F)nc(-c3ccccn3)n2)cc1	-14%	-9%	-3	1%	-3	115%[activator]	23%
O=C1CC2(CCCC2)C(=O)N1CN1CCN(S(=O)(=O)c2ccc(Cl)c(Cl)c2)CC1	-27%	-3%	nt	nt	nt	-9%	6%
CCC(C)(O)c1[nH]c2ccc(C(F)(F)F)cc2c1C (centres undefined)	-12%	3%	18*	-6%	-3	19%	-26%
CC(=O)Nc1cccc(N=NN2CCCCC2)c1	3%	6%	38	-3%	17	-2%	9%
O=C(c1ccccc1[N+](=O)[O-])N(CCc1ccccc1)Cc1ccccc1	-12%	5%	-8	-7%	5	?	-7%
